# TNAP activators: human TNAP enzyme activators, primary screen, biochemical, luminescent, no phosphate acceptor, uHTS (AID 1001) | 200,000 tested, 0.03% active | activation fold at 20 µM, or EC50 in µM where a hit was titrated | purified TNAP, luminescent activation assay, no phosphate acceptor; higher activation fold means a stronger effect; in the data active = activation fold from about 3, or a potency from the dose series; inactive = the rest, 99 in 100 with activation fold below about 1.6; also: many of its hits are not listed in these tables
# human PMI inhibitors: human PMI inhibitors, high substrate, primary screen, biochemical, fluorescence intensity, high mannose 6-phosphate (AID 1220); recombinant PMI enzyme, coupled fluorescence intensity; higher % means a stronger effect; 190,000 tested, 0.66% active; one-dose inhibition, % at 20 µM; IC50 in µM for titrated hits
# NOD2 inhibition: NOD2 signaling inhibitors, cell-based, luminescence, uHTS, HEK293 (AID 1566) | inhibition, % at 4 µM, or EC50 in µM where a hit was titrated | HEK293 NOD2/NF-kB luciferase reporter, luminescence; higher % means a stronger effect | 290,000 tested, 0.63% active; also: many of its hits are not listed in these tables
# human PMI inhibition: MPI enzyme activity inhibition – biochemical, fluorescence intensity, coupled assay, primary screen (AID 1209); purified PMI enzyme, coupled fluorescence intensity; higher % means a stronger effect; 190,000 tested, 0.42% active; inhibition, % at 20 µM; hits with a dose series show IC50 in µM;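 also: plate controls were DMSO vehicle for no effect and wells lacking substrate for full effect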
# LYP phosphatase: PTPN22 lymphoid phosphatase activity blockers – biochemical, fluorescence intensity, uHTS (AID 1779). 290,000 tested, 0.054% active. recombinant LYP phosphatase, fluorescence intensity; higher % means a stronger effect. inhibition, % at 11.5 µM; hits with a dose series show IC50 in µM;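 also: plate controls were vehicle with enzyme for no effect and no enzyme for full effect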
# KOR beta-arrestin-1: kappa opioid receptor blockers – cell-based, luminescence, uHTS (AID 1778); inhibition, % at 10 µM, or IC50 in µM where a hit was titrated; KOR beta-arrestin recruitment, luminescence, antagonist mode; higher % means a stronger effect; 290,000 tested, 0.091% active; also: strong numbers were not always called active
# NOD1 NF-kB reporter: NOD1 signaling inhibitors, primary screen, cell-based, luminescence, uHTS (AID 1578); 290,000 tested, 1% active; inhibition, % at 4 µM; hits with a dose series show EC50 in µM; NOD1-driven NF-kB luciferase reporter cells, luminescence; higher % means a stronger effect; in the data active = inhibition mostly above about 36%, no sharp cut-off; inactive = mostly below about 34%;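 also: HEK-293T reporter cells stimulated with the NOD1 agonist gamma-tri-DAP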
# KOR beta-arrestin-2: kappa opioid receptor activators – cell-based, luminescence, uHTS, primary screen (AID 1777). KOR beta-arrestin recruitment, luminescence; higher % means a stronger effect. activation, % at 10 µM, or EC50 in µM where a hit was titrated. 280,000 tested, 0.02% active; in the data active = activation above about 50%, passing the limit was not always enough; also: a part of the inactive calls stands beside numbers as strong as those of hits
# XIAP displacement: small molecules displacing peptide from XIAP – biochemical, IAP family, fluorescence polarization (AID 1018) | one-dose displacement, % at 20 µM; IC50 in µM for titrated hits | XIAP BIR domain, fluorescence polarization peptide displacement; higher % means a stronger effect | 200,000 tested, 0.007% active; in the data active = displacement above about 50%; also: a part of the inactive calls stands beside numbers as strong as those of hits
# Active calls of the source: *; x = not tested or not shown; [ ] = another dose, or the depositor's remark. Rule as the data show it, unless noted: active = inhibition above about 50%; inactive = the rest. An excerpt, so the mix of outcomes need not match the whole.
SMILES,TNAP activators,human PMI inhibitors,NOD2 inhibition,human PMI inhibition,LYP phosphatase,KOR beta-arrestin-1,NOD1 NF-kB reporter,KOR beta-arrestin-2,XIAP displacement
CCc1noc(C)c1C(=O)NC1CC(C)(C)Cc2c1cnn2-c1ccccc1 (configuration not stated),x,x,8%,x,-8%,-22%,-13%,-0.1%,x
CC(C)(C)c1ccc(C(=O)O)c(C(=O)c2ccc(C(=O)O)cc2)c1,x,x,-23%,x,-9%,3%,2%,15%,x
CCS(=O)(=O)N1N=C(c2cccs2)CC1c1cc2cc(C)ccc2nc1Cl (configuration not stated),x,x,9%,x,6%,7%,4%,4.4%,x
O=C(Cn1ccc2cc(S(=O)(=O)N3CCCC3)ccc21)NCCc1ccccc1,x,x,20%,x,-12%,2%,-22%,-3.8%,x
CC(=O)N1CCN(c2ccc(NC(=O)c3ccc(C)cc3)cc2)CC1,1.1,-10%,13%,0%,-10%,14%,-3%,-2.9%,-3.6%
COc1cccc(Nc2nc(N)nc(C(F)(F)F)n2)c1,1.1,12%,10%,10%,-6%,21%,-18%,12%,-1.4%
O=C(COC(=O)c1ccc2c(c1)OCO2)Nc1ncc(Cl)cc1Cl,1,-4%,11%,-9%,-1%,x,-8%,3.2%,-1.3%
Cc1cccc(N2C(=O)CC(N3CCOCC3)C2=O)c1 (configuration not stated),1.1,-2%,6%,0%,-11%,-2%,-13%,-4.0%,-2.9%
COc1ccc(NC(=O)Cn2nc([N+](=O)[O-])c(Cl)c2C)cc1OC,x,x,20%,x,-4%,8%,6%,0.4%,x
COc1ccccc1NC(=O)COC(=O)/C=C/c1ccc2c(c1)OCO2,1,7%,3%,9%,-3%,8%,-29%,-0.5%,-16%
O=C(CCCN1C(=O)/C(=C/c2ccccc2Cl)SC1=S)Nc1ccccn1,1,7%,12%,18%,1%,7%,44%,-0.9%,5.4%
N=c1n(CCO)c2ccccc2n1CCOc1ccccc1,1,2%,12%,1%,-6%,-15%,-2%,1.9%,-4.3%
COC(=O)C1C/C(=N\NS(=O)(=O)c2ccc(C)cc2)c2ccccc2C1 (configuration not stated),x,x,11%,x,-8%,-14%,-19%,6.5%,x
CC(=O)c1ccc(N2CCN(C(=O)Cn3c(=S)[nH]c4ncccc4c3=O)CC2)cc1,1.1,-2%,27%,-3%,-4%,17%,6%,-7.8%,-9.0%
CC(C)C(=O)Nc1cc(C(F)(F)F)ccc1N1CCOCC1,1.1,7%,0%,9%,-8%,14%,-2%,-4.5%,-1.7%
CCCCCC(=O)NNC(=O)c1ccc(F)cc1,1,-4%,7%,2%,-8%,-3%,-11%,0.5%,1.4%
O=C(CCNS(=O)(=O)c1ccccc1C(F)(F)F)NCc1ccc2c(c1)OCO2,1.1,-3%,6%,1%,-5%,-16%,-19%,-8.2%,-5.0%
COc1ccc(-c2nc(C3CCCCC3)no2)cc1OC,1.1,6%,-56%,5%,0%,-19%,6%,6.1%,-14%
CN(C)c1nc(N(C)C)nc(N(C#N)CCOc2ccccc2)n1,1,13%,12%,16%,0%,-9%,0%,12%,-7.0%
CCCn1c(NC(=O)c2ccco2)nc2ccccc21,0.9,-5%,-11%,-1%,-1%,-58%,15%,9.2%,-8.8%
NNC(=O)Cn1c(-c2ccccc2)cc2ccccc21,x,x,4%,x,1%,-34%[20 µM],-28%,-2.1%,x
COc1cc(NC(=O)Cn2cnc(S(=O)(=O)N3CCCCC3)c2)cc(OC)c1OC,x,x,-1%,x,-9%,-27%,-9%,4.4%,x
CN(C)S(=O)(=O)c1ccc(C(=O)Nc2nc(-c3ccccc3)c(C(=O)c3ccccc3)s2)cc1,1,8%,7%,8%,-5%,-76%,-4%,4.7%,-6.7%
Cc1ccc(-c2nc(CS(=O)CC(=O)NC3CC3)c(C)o2)cc1 (configuration not stated),x,x,12%,x,-3%,-3%,-27%,-0.8%,x
Cc1ccc(N(C(C)C(=O)Nc2cccc(N(C)S(C)(=O)=O)c2)S(C)(=O)=O)cc1 (configuration not stated),1.1,3%,12%,11%,-10%,-36%,-21%,-2.3%,-2.0%
CCn1cc(C(=O)OCc2cccc(Br)c2)c(=O)c2ccc(C)nc21,1,3%,7%,5%,-1%,-14%,-22%,-2.1%,33%
CC(C)(C)C(=O)N1CCN(C(=O)c2ccco2)CC1,x,x,1%,x,-11%,-27%,-30%,-2.9%,x
CCOC(=O)N1CCN(S(=O)(=O)c2cc(Br)cc3c2N(C(=O)C2CC2)CC3)CC1,1.1,6%,10%,6%,3%,-26%,-10%,0.6%,-5.5%
Cn1c(CCNC(=O)c2ccccc2)nc2cc(NC(=O)C3CCCCC3)ccc21,1,9%,13%,11%,-7%,1%,-18%,3.6%,-5.3%
COc1ccc(NC(=O)[C@@H](NC(N)=O)C(C)C)cc1Cl,1,9%,7%,3%,-3%,-1%,-22%,-1.1%,-5.1%
O=C(COC(=O)CNC(=O)c1ccccc1F)Nc1cccnc1Cl,1.1,-6%,-9%,-9%,1%,-35%,-22%,0.1%,-4.3%
COc1cc(CN2CC(=O)N(c3ccccc3Cl)C2=S)cc(OC)c1OC,x,x,15%,x,-1%,-40%,-1%,2.9%,x
Nn1c(SCC(=O)Nc2cccc(S(N)(=O)=O)c2)nnc1C1CC1,0.9,1%,-12%,-16%,-6%,13%,-16%,-4.4%,-6.8%
CNC(=O)c1[nH]cnc1C(=O)N[C@@H](CC(C)C)C(=O)OC(C)(C)C,1,7%,-4%,8%,-8%,5%,30%,-3.2%,-5.4%
CC(=O)Nc1cccc(C(=O)N(CCc2ccccc2)Cc2ccccc2)c1,x,x,-11%,x,-6%,15%,-16%,7.8%,x
CCOC(=O)CCCSc1nnc(CCCCCN2C(=O)c3cccc4cccc(c34)C2=O)o1,1,8%,6%,19%,0%,-2%,-24%,-3.2%,-7.0%

# Limited to NOD2 inhibition (two entries from above):
compound	NOD2 inhibition
Nn1c(SCC(=O)Nc2cccc(S(N)(=O)=O)c2)nnc1C1CC1	-12%
CNC(=O)c1[nH]cnc1C(=O)N[C@@H](CC(C)C)C(=O)OC(C)(C)C	-4%

# (cont.)
SMILES,TNAP activators,human PMI inhibitors,NOD2 inhibition,human PMI inhibition,LYP phosphatase,KOR beta-arrestin-1,NOD1 NF-kB reporter,KOR beta-arrestin-2,XIAP displacement
CN(C)S(=O)(=O)N(CC(=O)Nc1ccccc1C(F)(F)F)c1ccccc1,1.1,-6%,-10%,-2%,-4%,-37%,-9%,6.0%,-2.4%
Cc1cc2c(C)nc(N/N=C/c3ccccc3)nc2o1,1.3,4%,-40%,9%,2%,11%,-18%,-1.5%,-17%
COc1ccc(C(=O)NCc2nnc(SCC(=O)Nc3nc4ccc(C)cc4s3)o2)cc1OC,1,5%,-31%,12%,3%,-10%,-55%,0.5%,42%
CC(C)(C)C1CCC(OC(=O)c2ccncc2)CC1 (configuration not stated),1,-1%,-2%,-3%,-7%,-22%,-47%,3.8%,-3.5%
COc1ccc(Cl)cc1N(CC(=O)Nc1ccccc1C(=O)N1CCOCC1)S(C)(=O)=O,x,x,2%,x,-8%,3%,-16%,0.6%,x
CCOc1ccc(C(=O)NC2CCN(CC(=O)NCc3ccccc3)CC2)cc1,x,x,11%,x,-13%,-46%,2%,-1.4%,x
O=C(CNC(=O)C1CCCCC1)OCc1cc(=O)oc2ccc3ccccc3c12,1.1,4%,12%,14%,-4%,19%,-13%,0.8%,-3.5%
Cn1nc(C(=O)NCC2CCCO2)c2ccccc2c1=O (configuration not stated),1.2,2%,7%,3%,2%,-11%,x,-0.8%,2.4%
Cc1onc(-c2ccccc2)c1CNS(=O)(=O)c1ccc(F)cc1F,x,x,7%,x,-3%,15%,-4%,1.9%,x
Cc1ccc(NC(=S)NC2CCN(Cc3ccccc3)CC2)cc1,1,8%,-6%,6%,-8%,8%,-21%,-2.8%,-4.6%
CC(C)CNC(=O)c1oc2ccccc2c1COc1ccccc1,1.1,8%,7%,4%,1%,16%,-15%,-0.3%,-2.4%
O=C(O)c1cc(C(F)(F)F)nc2ccccc12,1.1,-9%,8%,-11%,-3%,19%,-43%,-1.2%,-3.3%
COC(=O)[C@@H](Cc1c[nH]c2ccccc12)NC(=O)CNC(=O)c1ccccc1OC,x,x,8%,x,-9%,12%,-38%,-5.8%,x
Cc1cccc(-c2nnc(SCc3ccccc3)o2)c1,1.1,12%,-62%,11%,-4%,-22%,4%,0.5%,-24%
CCOc1ccc(-c2nnc3ccc(SCC(=O)Nc4cc(C)on4)nn23)cc1,1,1%,19%,5%,-2%,-18%,-29%,-3.5%,-3.3%
O=C(CSc1nnc(-c2cccnc2)n1-c1ccccc1)N1CCN(c2ccc(F)cc2)CC1,1.1,-4%,16%,1%,4%,-6%,4%,0.9%,-4.5%
Cc1ccc(NC(=O)CCC(=O)OC(C(=O)c2ccc(C)c(C)c2)c2ccccc2)c(C)c1 (configuration not stated),1,3%,19%,8%,-3%,17%,14%,-1.5%,-5.5%
Cc1cccc(C)c1NC(=O)c1cccc(COc2cc(Cl)ccc2Cl)c1,1.1,3%,-111%,-1%,-2%,2%,-51%,3.7%,-7.6%
COc1cccc(-n2nnc3c(=O)n(CC(=O)N4CCC(Cc5ccccc5)CC4)cnc32)c1,1.1,6%,1%,-1%,5%,2%,0%,1.4%,-2.3%
CCOC(=O)CN1C(=O)C(Sc2n[nH]c(-c3ccc(O)cc3)n2)CCc2ccccc21 (configuration not stated),0.8,4%,-19%,7%,0%,-26%,-24%,6.4%,-10%
Cc1ccc(CS(=O)(=O)CC(C)(O)c2ccc(Cl)cc2)cc1 (configuration not stated),x,x,7%,x,-7%,-23%,-10%,7.4%,x
O=C(O)CC1(CC(=O)Nc2ccc3ccccc3n2)CCCCC1,x,x,8%,x,-4%,17%,-6%,1.7%,x
O=C1C(=O)N(CCO)C(c2ccc(Br)cc2)/C1=C(\O)c1ccccc1 (configuration not stated),x,x,9%,x,-6%,9%,-34%,-4.8%,x
COc1ccc(Br)cc1CN(C)CC(=O)Nc1cccc(S(N)(=O)=O)c1,0.9,6%,9%,0%,-6%,7%,-24%,-2.9%,-5.1%
CCOc1ccc(NC(=O)CSc2nccn2Cc2ccco2)cc1,x,x,-23%,x,-7%,-2%,-53%,6.8%,x
COc1ccccc1-c1ccc(SCC(=O)N2CCOCC2)nn1,1.1,-3%,4%,2%,-4%,6%,-50%,-3.5%,-3.7%

# Six structures from above, ordered by molecular weight, largest number first:
SMILES,TNAP activators,human PMI inhibitors,NOD2 inhibition,human PMI inhibition,LYP phosphatase,KOR beta-arrestin-1,NOD1 NF-kB reporter,KOR beta-arrestin-2,XIAP displacement
O=C(CSc1nnc(-c2cccnc2)n1-c1ccccc1)N1CCN(c2ccc(F)cc2)CC1,1.1,-4%,16%,1%,4%,-6%,4%,0.9%,-4.5%
Cc1ccc(NC(=O)CCC(=O)OC(C(=O)c2ccc(C)c(C)c2)c2ccccc2)c(C)c1 (configuration not stated),1,3%,19%,8%,-3%,17%,14%,-1.5%,-5.5%
Cc1cccc(C)c1NC(=O)c1cccc(COc2cc(Cl)ccc2Cl)c1,1.1,3%,-111%,-1%,-2%,2%,-51%,3.7%,-7.6%
CCOc1ccc(NC(=O)CSc2nccn2Cc2ccco2)cc1,x,x,-23%,x,-7%,-2%,-53%,6.8%,x
COc1ccccc1-c1ccc(SCC(=O)N2CCOCC2)nn1,1.1,-3%,4%,2%,-4%,6%,-50%,-3.5%,-3.7%
Cc1ccc(CS(=O)(=O)CC(C)(O)c2ccc(Cl)cc2)cc1 (configuration not stated),x,x,7%,x,-7%,-23%,-10%,7.4%,x

# Screening data deposited in PubChem by Sanford-Burnham Center for Chemical Genomics.
